# Screening results (PubChem BioAssay)
# RNase H inhibition – RNase H inhibition, HIV 1 Gag Pol polyprotein, FRET biochemical assay, screening (AID 372). hit rate 0.77% among 100,000. one-dose inhibition, % at 10 µM; IC50 in µM for titrated hits. HIV-1 RT RNase H, FRET RNA/DNA substrate fluorescence; higher % means a stronger effect; in the data active means inhibition above about 50%
# Starred values were filed as active, the others as inactive. This is a subset (hit frequency here may not be typical).
Compound	RNase H inhibition
O=C(Nc1cccc(N2C(=O)C3C4c5ccccc5C(c5ccccc54)C3C2=O)c1)c1ccccc1 (centres undefined)	3.0%
CCOc1ccc(NC2CC(=O)N(c3ccccc3F)C2=O)cc1 (centres undefined)	16.0%
CCOC(=O)N1CCN(CC(O)COc2cc(C)cc(C)c2)CC1 (centres undefined)	0.0%
COc1ccccc1C(=O)Nc1ccc2nc(SCC(=O)Nc3ccccc3F)sc2c1	13.0%
COc1cc(C)ccc1OCCCCOc1cc(Cl)ccc1Cl	5.0%
CC1(C)Cc2ccccc2/C(=C/SC(=N)N)N1	1.0%
CC(=O)N/N=C/c1cc([N+](=O)[O-])ccc1OCCOc1ccccc1	12.0%
COc1cccc(C2NC(=O)N(C)C(C)=C2C(=O)OC(C)C)c1OC (centres undefined)	20.0%
Cc1ccc(C(=O)Nc2ccc3oc(-c4cccc(Br)c4)nc3c2)cc1[N+](=O)[O-]	8.0%
O=C(COc1ccc(Cl)cc1)NCCCn1ccnc1	4.0%
O=C1NC(=O)N(c2ccccc2)C(=O)/C1=C\c1ccc(F)cc1	3.0%
O=c1oc(-c2ccccc2)nc2c1C1(CCCC1)Cc1ccccc1-2	5.0%
COc1ccc(CCN=CC2=C(O)c3ccccc3C2=O)cc1	13.0%
CC(Oc1cccc2ccccc12)C(=O)N/N=C/c1ccc(Cl)cc1Cl (centres undefined)	6.0%
COC(=O)c1c(NC(=O)C2C(C=C(Cl)Cl)C2(C)C)sc2c1CCCC2 (centres undefined)	14.0%
O=C1c2ccccc2C(=O)N1c1ccc(-c2nc3ccccc3o2)cc1	12.0%
O=C(Nc1cccc(C(=O)Nc2cccc3ccccc23)c1)c1ccc([N+](=O)[O-])cc1	25.0%
O=c1nc(/C=C/c2ccc(-c3ccc([N+](=O)[O-])cc3Cl)o2)cc(C(F)(F)F)[nH]1	20.0%
COc1ccc(N=c2ssc3c2-c2ccc(OC)cc2NC3(C)C)cc1	22.0%
O=C1NN(c2ccccc2)C(=O)C2C3c4ccccc4C(c4ccccc43)C12 (centres undefined)	9.0%
O=C(Nc1ccc(S(=O)(=O)N2CCc3ccccc32)cc1)C(c1ccccc1)c1ccccc1	17.0%
O=C(C(Sc1ccccc1)c1ccccc1)N1CCOCC1 (centres undefined)	0.0%
CC(C(=O)O)N1C(=O)C2CC=C(Cl)CC2C1=O (centres undefined)	3.0%
C/C(=N\NC(=O)CCc1c(C)n[nH]c1C)c1ccc(N)cc1	7.0%
OC(CNCc1ccco1)COc1ccccc1 (centres undefined)	0.0%
Cc1ccc2nc(N3C(=O)c4ccccc4C3=O)sc2c1	0.0%
COc1ccc(/C(C)=N/NC(=O)c2ccccc2O)cc1OC	0.0%
CCC(CC)C(=O)Nc1ccccc1[N+](=O)[O-]	0.0%
O=C(Nc1cccc(-c2nnc(-c3ccccc3)o2)c1)c1cccs1	11.0%
COc1ccccc1/C=C/C(=O)c1ccc(F)cc1	12.0%
O=C(O)CCCN1C(=O)/C(=C\c2ccc(-c3ccccc3[N+](=O)[O-])o2)SC1=S	14.0%
O=C1CS/C(=N/N=C/c2ccc(Br)cc2)N1	17.0%
N/C(=N\OC(=O)c1ccccc1I)c1cccc([N+](=O)[O-])c1	28.0%
COc1ccc2oc(=O)c(C(N)=O)cc2c1	8.0%
CCOc1cc(/C=C2\SC(N3CCCCCC3)=NC2=O)ccc1O	5.0%
OC(COc1ccc(F)cc1)CN1CCN(c2ccccc2F)CC1 (centres undefined)	4.0%
CCOc1cc(/C=N/N=C2/NC(=O)CS2)cc(I)c1O	3.0%
Cc1ccc(CN=Cc2ccc(OC3CSC3)cc2)cc1	11.0%
O=C(NC(Nc1cccc([N+](=O)[O-])c1)C(Cl)(Cl)Cl)c1cccc(I)c1 (centres undefined)	18.0%
COc1cccc(/C=N/NC(=O)c2cc(-c3ccc4ccccc4c3)n[nH]2)c1	39.0%
O=C(Nc1ccccc1Cl)O/N=C\c1ccc(F)cc1	6.0%
O=C(NC1CCCCC1)C1CC1c1ccccc1 (centres undefined)	1.0%
O=C(NC(=S)Nc1ccc([N+](=O)[O-])cc1Cl)c1ccccc1F	12.0%
CC(NC(=O)/C(=C\c1ccc2c(c1)OCO2)NC(=O)c1ccccc1)C(=O)O (centres undefined)	0.0%
Cc1ccc(-c2ccc(OC(=O)c3ccco3)cc2)cc1	14.0%
Cc1ccc(NC(=O)CN(c2c(C)n(C)n(-c3ccccc3)c2=O)S(=O)(=O)c2ccccc2)cc1	8.0%
O=C1/C(=C/c2cn(-c3ccccc3)nc2-c2cccc([N+](=O)[O-])c2)SC(=S)N1CCc1ccccc1	9.0%
O=C(NCCOc1ccccc1)c1ccccc1F	2.0%
CCC(C(=O)Nc1ccccc1OC)c1ccccc1 (centres undefined)	11.0%
NNC(=O)CSc1nc2ccccc2s1	0.0%
CCN(CC)c1ccc(/C=N/n2c(-c3ccccc3)n[nH]c2=S)c(OC)c1	20.0%
Cc1ccccc1OCC(=O)Nc1c[nH]c(=O)[nH]c1=O	12.0%
COC(=O)c1ccc(-c2ccc(CO)o2)cc1	9.0%
COc1cccc(/C=C2\SC(=S)N(NC(=O)c3ccccc3Br)C2=O)c1	7.0%
CCSc1nnc(NC(=O)c2cccc(Br)c2)s1	6.0%
COc1ccc(NC(=O)Nc2nnc(-c3ccccc3I)s2)cc1	11.0%
CCN(C(=O)CCc1ccccc1)C1CCCCC1	13.0%
O=C(Nc1cccc(F)c1)NC1CCCCC1	0.0%
Oc1ccc(N=Nc2ccc(Cl)cc2)c2cccnc12	14.0%
C[n+]1cccc(/C=N/Nc2nc(Cl)c(C#N)c(Cl)c2Cl)c1	8.0%

# More results:
Compound	RNase H inhibition
COC(=O)c1ccc2c(c1)C1C=CCC1C(c1cccc3ccccc13)N2 (centres undefined)	28.0%
CS(=O)(=O)c1ncc(-c2ccccc2)cn1	0.0%
Cc1cc(Cl)ccc1OCC(=O)NCCCN1CCOCC1	3.0%
O=C(Nc1ccccc1F)c1ccc(Br)o1	7.0%
C=CCc1cccc2cc(C(=O)O)c(=O)oc12	6.0%
O=[N+]([O-])c1cc(S(=O)(=O)N2CCOCC2)ccc1Cl	4.0%
c1ccc(C2=NN3COc4ccccc4C3C2)cc1 (centres undefined)	1.0%
COc1ccc(N2C(=O)CC(N3CCN(C=O)CC3)C2=O)cc1 (centres undefined)	2.0%
CCOc1ccccc1NC(=O)C1(c2ccccc2)CC1(Cl)Cl (centres undefined)	39.0%
NC(=O)c1c(NC(=O)/C=C/C(=O)O)sc2c1CCCCCC2	4.0%
COc1ccc(/C=C/C(=O)NCC(=O)N/N=C/c2cccs2)cc1	2.0%
Cc1cc(C)cc(N/C=C(/C#N)c2nc(-c3ccc(F)cc3)cs2)c1	0.0%
O=C(COc1ccc(F)cc1)N/N=C/c1cccc(Oc2ccccc2)c1	4.0%
O=C(CSc1nnnn1-c1ccccc1)Nc1ccccc1O	16.0%
CCOc1cc(C2C(C(=O)OCCc3ccccc3)=C(C)NC3=C2C(=O)CCC3)ccc1O (centres undefined)	12.0%
CCOc1ccc(C(=O)Nc2nnc(C)s2)cc1OCC	43.0%
c1ccc2c3c(ccc2c1)OCOc1ccc2ccccc2c1C3	7.0%
CC1=C(C(=O)OCCOc2ccccc2)C(c2ccc(Cl)c([N+](=O)[O-])c2)C2=C(CC(C)(C)CC2=O)N1 (centres undefined)	12.0%
Cc1cc(C)c(NC(=O)Nc2ccc(Cl)cc2)c(C)c1	3.0%
O=C(Nc1cc(Cl)ccc1O)c1cnn2c(C(F)(F)F)cc(-c3cccs3)nc12	17.0%
O=C(N/N=C/c1ccc2c(c1)OCO2)C1CC1(c1ccccc1)c1ccccc1 (centres undefined)	3.0%
COc1ccccc1N1C(=O)CSC1=O	0.0%
CC(C)CCOC(=O)c1cn[nH]c1[N+](=O)[O-]	0.0%
COC(=O)c1ccccc1NC(=O)/C=C/c1cc(Br)ccc1OC	0.0%
CCOc1ccc(C(=O)Nc2ccc(-c3nc4ncccc4o3)cc2)cc1Cl	6.0%
N#CSCCCCCCOc1ccccc1Cl	19.0%
CC(C)CC(=O)Nc1ccccc1C(=O)Nc1ccc(C(=O)O)cc1	0.0%
O=C(O)c1cc(-c2ccc(-c3ccccc3[N+](=O)[O-])o2)nc2ccc3ccccc3c12	18.0%
COC(=O)c1sccc1NC(=O)c1cccc(Br)c1	0.0%
COCCCNC(=O)CN(c1ccc(OC)c(OC)c1)S(=O)(=O)c1ccc(C)cc1	5.0%

# Sorted by number of heavy atoms (largest number first): some entries from above.
Compound	RNase H inhibition
COc1ccc(CCN=CC2=C(O)c3ccccc3C2=O)cc1	13.0%
NC(=O)c1c(NC(=O)/C=C/C(=O)O)sc2c1CCCCCC2	4.0%
O=C1CS/C(=N/N=C/c2ccc(Br)cc2)N1	17.0%

# Next part.
Compound	RNase H inhibition
CC(=O)NS(=O)(=O)c1ccc(NC(=O)CC(C)(C)C)cc1	9.0%
NC(=S)N/N=C/c1ccc(-c2ccc([N+](=O)[O-])cc2Br)o1	35.0%
COC(=O)Cc1nc2sc3c(c2c(=O)n1Cc1ccccc1)CCC(C(C)(C)C)C3 (centres undefined)	15.0%
Cc1ccc(OCc2nnc(NC(=O)Nc3cccc(Cl)c3)s2)cc1C	15.0%
N#CCSc1nc2c(c(=O)n1CC1CCCCC1)C1(CCCCC1)Cc1ccccc1-2	14.0%
Nc1cc(Oc2ccc3oc4c(c3c2)CCCC4)cc([N+](=O)[O-])c1	9.0%
CCOc1ccc(-c2cc(C(=O)Nc3ccc([N+](=O)[O-])cc3)c3ccccc3n2)cc1	12.0%
O=C(CCC1CCCCC1)Nc1ccc(S(=O)(=O)Nc2nccs2)cc1	2.0%
O=C1CC(N2CCN(Cc3ccc4c(c3)OCO4)CC2)C(=O)N1c1ccc(F)cc1 (centres undefined)	11.0%
COc1ccc(NC(=O)/C(C#N)=C\c2cc(OC)c(O)c([N+](=O)[O-])c2)cc1	0.0%
COc1cccc(C=Nn2c(-c3ccccc3)n[nH]c2=S)c1OC	12.0%
COc1cccc(OCCCOc2ccccc2C)c1	15.0%
COc1ccc2nc(NC(=O)COC(=O)C(CCSC)NC(=O)c3ccccc3)sc2c1 (centres undefined)	11.0%
Cc1ccc([N+](=O)[O-])cc1NC(=O)COc1ccc(Cl)cc1Cl	13.0%
O=C(COc1ccc(Br)cc1)Nc1cccc2nsnc12	15.0%
COc1cc(C2C(C(=O)OCC(C)C)=C(C)NC3=C2C(=O)CC(c2ccc(Cl)cc2)C3)ccc1OCc1ccccc1 (centres undefined)	10.0%
O=C(Nc1ccccn1)c1ccc2c(c1)C(=O)N(N1C(=O)c3ccccc3C1=O)C2=O	8.0%
COc1ccc(/C(N)=N/OC(=O)c2ccco2)cc1	5.0%
COc1ccc(OC)c(N(CC(=O)Nc2ccc(C(C)C)cc2)S(C)(=O)=O)c1	4.0%
CCc1ccccc1NC(=O)c1cc(-c2ccc(OC)c(OC)c2)nc2ccccc12	10.0%
C=CCSc1nc2c(c(=O)n1CCc1ccccc1)C1(CCCC1)Cc1ccccc1-2	4.0%
CC1(C)CC(=O)C2=C(C1)OC(N)=C(C#N)C21CCCCC1	11.0%
CCOC(=O)COc1c(Cl)cc(/C=C2\C(=O)NC(=O)N(c3ccc(C)c(C)c3)C2=O)cc1OC	26.0%
CCOc1cccc(-c2cc(C(=O)N3CCCCCC3)c3ccccc3n2)c1	6.0%
O=C(N/N=C/c1ccc([N+](=O)[O-])cc1)c1cc(-c2ccc3ccccc3c2)n[nH]1	50.0%*
COc1ccc(CN2CCN(C3CCCC(C)C3)CC2)c(OC)c1 (centres undefined)	6.0%
CCOc1cc(C2C(C(=O)OCC3CCCO3)=C(C)NC3=C2C(=O)CCC3)ccc1O (centres undefined)	8.0%
CC1CCN(S(=O)(=O)c2ccc([N+](=O)[O-])cc2)CC1	7.0%
COc1ccccc1/C=N/NC(=O)C(OC)c1ccccc1 (centres undefined)	3.0%
C/C(=N/N(C)c1nc(-c2ccccc2)cc(-c2ccccc2)n1)c1cccc([N+](=O)[O-])c1	9.0%

# Exported field by field: 4 of the compounds above
> Cc1ccc([N+](=O)[O-])cc1NC(=O)COc1ccc(Cl)cc1Cl
  RNase H inhibition: 13.0%
> CC1CCN(S(=O)(=O)c2ccc([N+](=O)[O-])cc2)CC1
  RNase H inhibition: 7.0%
> COc1ccccc1/C=N/NC(=O)C(OC)c1ccccc1 (centres undefined)
  RNase H inhibition: 3.0%
> Cc1ccc(OCc2nnc(NC(=O)Nc3cccc(Cl)c3)s2)cc1C
  RNase H inhibition: 15.0%

# Remaining list, next part
Compound	RNase H inhibition
O=C(CN(c1cccc(Br)c1)S(=O)(=O)c1ccccc1)Nc1cccc2ccccc12	8.0%
CC1=C(C(=O)OC(C)C)C(c2cc(Br)ccc2F)CC(=O)N1 (centres undefined)	18.0%
COC(=O)c1c(NC(=O)c2ccc(Br)cc2)sc2c1CCC(C)C2 (centres undefined)	17.0%
CC(O)CNC(=O)C(=O)Nc1ccc(F)cc1 (centres undefined)	6.0%
O=C(Nc1cccc(-c2nc3ccccc3s2)c1)c1sc2ccccc2c1Cl	1.0%
COc1c(Cl)cc(-c2nc3cc(NC(=O)C(C)C)ccc3o2)cc1Cl	12.0%
CCOc1cc(/C=N/c2sc3c(c2C#N)CCCC3)ccc1O	1.0%
COc1ccc(NCC(=O)N/N=C(\C)c2ccccc2O)cc1	9.0%
CC(C)(C)c1ccc(C(=O)O/N=C(\N)c2cccc([N+](=O)[O-])c2)cc1	0.0%
Cc1c(Br)c([N+](=O)[O-])nn1CC(=O)NC1CCCCC1	0.0%
O=C(N/N=C/c1ccc(F)cc1)/C(=C\c1ccc2c(c1)OCO2)NC(=O)c1ccccc1	12.0%

# Copied from the list.
# Under RNase H inhibition, `O=C(CN(c1cccc(Br)c1)S(=O)(=O)c1ccccc1)Nc1cccc2ccccc12` is entered as 8.0%
# Under RNase H inhibition, `CC(O)CNC(=O)C(=O)Nc1ccc(F)cc1` (centres undefined) is entered as 6.0%
# Under RNase H inhibition, `CC1=C(C(=O)OC(C)C)C(c2cc(Br)ccc2F)CC(=O)N1` (centres undefined) is entered as 18.0%
